PKA-R1A activ – activates the PKA-R1A holoenzyme complex; P00514+P68181; PKA-R1A dissociation, Cy5-IP20 fluorescence polarization; scaled: DMSO 0%, 113 µM cGMP 100%; activation, % at 11.4 µM; 0.083% of 340,000 active; AID 504707;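 active = percent activation above the mean of all tested compounds plus 3 SD, cut at about 19% in these data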;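 note: higher means more PKAc released from R1A so a rise in polarization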
phage Ecoli inh – E. coli growth loss with phage present. 0.26% of 360,000 active. inhibition, % at 11.9 µM. AID 651602. growth absorbance; in the data active = inhibition above about 11%
SUMO Mot1 rescue – blocks SUMOylation pathway, rescuing yeast Mot1-301 growth; AID 2716; S. cerevisiae Mot1-301 growth rescue, ATP luminescence, 38.5C; percent above DMSO median, 100 means doubled; growth rescue, % at 18.8 µM; 1% of 320,000 active;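 active = every valid replicate shows activation above 250% relative to neutral control wells; inactive = the rest, any valid replicate at or below 250%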;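 note: OY570 slx delta 5 strain wells were the positive control but not used for scaling; some compounds called inactive have numbers as strong as hits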
AddAB inh – less growth of phage-infected E. coli with AddAB; 0.29% of 330,000 active; inhibition, % at 11.9 µM; E. coli expressing H. pylori AddAB, absorbance growth; AID 435030; in the data active = inhibition above about 12%;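 note: 0% = vehicle wells of infected cells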
Tat export inh – E. coli Tat transport inhibition; 0.036% of 340,000 active; E. coli MC4100 TorA-mCherry Tat export, fluorescence; AID 488895; inhibition, % at 10 µM;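 active = mean replicate inhibition at least 50% and at least half of replicates individually reaching 50%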;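 note: exported cargo escapes ClpAP degradation while cytoplasmic cargo is degraded and loses fluorescence; 0% = median of neutral control wells and 100% = median of NaSCN control wells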
PfHsp90 set2 – inhibits growth of yeast expressing Plasmodium falciparum Hsp90. 0.32% of 310,000 active. AID 504621. inhibition, % at 9.4 µM. S. cerevisiae expressing PfHsp90, BacTiter-Glo ATP, 48 h; yeast lacking PDR1 and PDR3 efflux regulators;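 active = every replicate shows inhibition above about 80%, whatever the replicate mean, limit read from the data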;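 note: 0% = DMSO neutral controls and 100% = 20 µM radicicol positive controls; yeast relying on Plasmodium falciparum Hsp90 in place of its own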
MOR-DOR inv ag – mu-delta opioid heterodimer inverse agonism. cell-based MOR-DOR heterodimer luminescence. inhibition, % at 9.3 µM. 0.21% of 340,000 active. AID 504357; in the data active = inhibition above about 22%, passing the limit was not always enough;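 note: 0% = cells with DMSO and 100% = wells without cells with DMSO; values of inactives mirror those of a sister screen read the other way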
Target sequence (P35372 whole entry, looked up): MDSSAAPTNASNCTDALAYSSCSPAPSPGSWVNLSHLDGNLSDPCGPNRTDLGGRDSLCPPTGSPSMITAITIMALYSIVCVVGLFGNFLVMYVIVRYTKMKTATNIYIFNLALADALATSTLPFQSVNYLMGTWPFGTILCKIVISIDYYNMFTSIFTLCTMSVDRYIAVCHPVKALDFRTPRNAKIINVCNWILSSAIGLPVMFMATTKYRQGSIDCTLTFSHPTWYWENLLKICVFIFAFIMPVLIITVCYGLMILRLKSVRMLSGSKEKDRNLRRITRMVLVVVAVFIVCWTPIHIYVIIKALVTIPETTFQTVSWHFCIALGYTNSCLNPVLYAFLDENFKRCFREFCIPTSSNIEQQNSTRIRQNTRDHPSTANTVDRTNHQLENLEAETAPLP
Target sequence (P41143 whole entry, looked up): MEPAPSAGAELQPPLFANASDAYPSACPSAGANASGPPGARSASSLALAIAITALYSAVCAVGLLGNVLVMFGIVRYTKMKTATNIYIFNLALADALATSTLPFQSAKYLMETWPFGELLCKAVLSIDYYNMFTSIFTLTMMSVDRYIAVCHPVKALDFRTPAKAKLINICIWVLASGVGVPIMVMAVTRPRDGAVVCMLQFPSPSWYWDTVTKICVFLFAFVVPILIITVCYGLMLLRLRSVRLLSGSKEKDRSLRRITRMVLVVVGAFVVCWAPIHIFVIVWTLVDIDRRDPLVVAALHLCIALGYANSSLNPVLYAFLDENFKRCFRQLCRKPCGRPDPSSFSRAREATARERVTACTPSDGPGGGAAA
Arrestin-AP2 inh – inhibitors of human beta-arrestin and AP2 interaction; FITC-arrestin peptide / GST-AP2 beads, flow cytometry; AP2 beta2 appendage carries R879A mutation; inhibition, % at 10 µM; 0.31% of 340,000 active; AID 504490;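 active = inhibition above a set limit, near 3 SD of compounds lacking own fluorescence, cut at about 54% in these data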;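 note: plate controls were DMSO wells for no effect and 5 µM unlabelled arrestin peptide for full effect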
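test system = AP2 appendage R879A on GSH beads | buffer or medium = PBS plus Tween 20 (0.05%) and BSA (0.1%) | incubation = 12 min plus 1 h, RT | detection = bead flow cytometry, FITC channel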
MOR-DOR ag – agonists of human mu-delta opioid receptor heterodimerization. P35372+P41143. cells, OPRM1-OPRD1 heterodimerization, luminescence. activation, % at 9.3 µM. 0.3% of 340,000 active. AID 504326; in the data active = activation above about 18%;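 note: 0% = vehicle-treated cells and 100% = reference agonist; values of inactives mirror those of a sister screen read the other way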
DSG3 Ab inh – inhibitors of pemphigus antibody binding to human desmoglein-3; DSG3-coupled beads, scFv-anti-DSG3-GFP binding, flow cytometry; hits give low values; P32926; 0.48% of 310,000 active; binding (percent of control), % at 10 µM;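 active = binding more than 3 SD below its plate's average and above zero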;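 note: hits lower antibody fragment binding to DSG3; some compounds called inactive have numbers as strong as hits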
Ecoli viability – counter-screen for AddAB inhibitors: E. coli growth inhibition | E. coli V3065 growth, OD600 absorbance, 18 h | inhibition, % at 11.9 µM | 0.27% of 330,000 active;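 active = inhibition above the campaign's mean inhibition across all tested compounds plus 3 SD, cut at about 9.9% in these data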;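 note: uninfected addAB+ strain grown without phage in ampicillin broth; 0% = DMSO wells and 100% = ciprofloxacin 0.95 µg/ml wells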
The depositor's hits bear a star; . = not tested or not shown.

Every second line gives: PKA-R1A activ	phage Ecoli inh	SUMO Mot1 rescue	AddAB inh	Tat export inh	PfHsp90 set2	MOR-DOR inv ag	Arrestin-AP2 inh	MOR-DOR ag	DSG3 Ab inh	Ecoli viability
> CC(=O)NC(Cc1c[nH]c2ccccc12)C(=O)NCCc1ccccc1 (stereo not drawn)
→ -6	-0.5	-16	-1.3	-6	14	6	39	-1.0	109	0.9
> CCc1ccc(OCC(=O)Nc2ccc3c(c2)OCCO3)cc1
→ 6	-2.5	31	0.4	-1	-35	3	5	-0.5	108	-1.8
> CCOCc1c(C(=O)NC2CCCCCC2)oc2ccccc12
→ -12	5.3	-12	-0.2	2	6	6	-1	-1.1	98	0.5
> CN(Cc1ccccn1)Cc1nc(Cc2ccccc2Cl)no1
→ 3	5.9	-11	-2.3	2	11	-3	-7	0.4	147	-3.5
> CC(NCC(=O)Nc1cc(Cl)cc(Cl)c1)c1ccccc1 (stereo not drawn)
→ -10	1.8	-8	-0.2	-2	-3	-19	4	4.1	101	-0.7
> COc1cccc(/C=C/C(=O)OCC(=O)Nc2cccc(S(=O)(=O)N(C)C)c2)c1
→ 3	-2.8	-9	1.4	-15	-1	8	-3	-1.6	101	0.1
> O=C(CCCC(=O)OCC(F)(F)C(F)F)Nc1ccc(NC(=O)CCCC(=O)OCC(F)(F)C(F)F)cc1
→ -12	0.5	-23	1.3	-7	-10	15	-3	-2.6	98	-0.1
> Cc1ccccc1NCc1nnc2n1CCCCC2
→ 0	4.7	3	3.0	3	0	3	-12	-0.4	94	2.9
> N#C/C(=C\c1ccc(C(=O)O)cc1)c1ccccn1
→ -4	2.0	-15	-2.1	4	4	13	-7	-2.5	87	-1.1
> COc1cc(CNCCc2ccc(S(N)(=O)=O)cc2)ccc1OCC(=O)N1CCCCC1
→ 3	2.0	159	1.8	-6	17	18	12	-3.3	92	0.4
> CCN1CCN(c2ccc(S(=O)(=O)N3CCOCC3)cc2NC(=O)C(C)Oc2cccc(Cl)c2)CC1 (stereo not drawn)
→ -11	3.5	-30	0.6	6	11	13	-3	-2.6	100	2.1
> Nc1nnnn1/N=C/c1cccs1
→ 6	0.9	7	-0.4	4	16	4	-7	-0.8	94	-1.7
> COc1cc(/C=C(\C#N)C(=O)Nc2cccc(C(=O)O)c2)ccc1OCc1ccc(F)cc1
→ -6	-0.8	-6	4.7	5	-15	3	2	-0.6	106	0.1
> CCc1cc(C(=O)Nc2ccc(OC)nc2)sc1C
→ -3	1.8	13	0.8	-6	-30	4	4	-0.8	124	0.1
> CC(=O)c1cc2c(cc1NC(=O)Cn1nc(-c3ccc(C)cc3)ccc1=O)OCO2
→ -3	3.1	326	3.0	-6	20	5	12	-0.7	99	-1.9
> CCOC(=O)c1c(C)nc(C)c(C(=O)OCC)c1-c1cccnc1
→ 1	-2.6	-10	1.7	6	14	16	-4	-3.1	91	2.4
> COc1ccc(F)cc1S(=O)(=O)NC1CCCCCC1
→ -3	4.2	.	1.3	10	3	3	11	-0.5	94	1.0
> CCC(C)NC(=S)Nc1ccccc1OC (stereo not drawn)
→ -3	3.2	5	3.7	-1	16	9	28	-1.5	96	-1.0
> Cc1ccccc1-c1cc(C(=O)NCc2cccs2)nn1CC1CC(c2cccc([N+](=O)[O-])c2)=NO1 (stereo not drawn)
→ -3	0.3	-7	4.0	7	-2	16	6	-2.9	100	0.3
> COc1cc(C)cc(C(=O)O)c1C1=C(O)c2cccc(O)c2C(=O)C1=O
→ -2	3.2	-13	1.9	-5	2	-5	8	1.0	98	-3.3
> COc1ccc(NC(=O)CN(Cc2ccccc2)S(C)(=O)=O)cc1
→ -19	4.5	-4	3.1	-8	-3	13	9	-2.4	99	-0.7
> CCOc1ccccc1NC(=O)c1ccc(OCC)c([N+](=O)[O-])c1
→ 2	4.5	9	-0.3	-3	12	-5	20	1.0	94	-2.0
> O=C(OCc1nnc(-c2ccc([N+](=O)[O-])cc2)o1)C1CCN(C(=O)c2ccc(F)cc2)CC1
→ 0	-1.2	6	2.1	-4	10	-8	14	2.1	99	1.4
> N#CC1=C(N)Oc2c(ccc3ccccc23)C1c1ccsc1 (stereo not drawn)
→ -2	2.8	-3	0.6	-1	.	-6	5	1.1	99	-1.6
> CCOC(=O)N1CCC(NS(=O)(=O)c2cc3c(cc2C)NC(=O)CO3)CC1
→ 6	0.8	6	1.6	13	.	-8	1	1.4	112	-0.4
> COc1ccc(Cl)cc1NC(=O)COC(C)=O
→ -2	2.3	-16	5.0	5	-8	6	-14	-1.3	107	1.2
> N#Cc1c(N2CCCCC2)nc(N)c2c(N)nc3c(c12)CC(c1ccccc1)O3 (stereo not drawn)
→ 2	1.4	.	0.7	7	9	5	-18	-0.9	89	2.3
> Cn1c(CO)cnc1SCc1ccc(Cl)cc1
→ -1	1.4	14	0.8	0	9	7	-5	-1.4	98	0.3
> CCn1c(-c2cccc(Br)c2)n[nH]c1=S
→ -8	1.7	6	3.9	12	18	16	0	-2.7	103	2.0
> O=C(NC(=S)NNC(=O)c1ccco1)c1ccccc1
→ 8	-4.0	-12	-7.8	0	18	19	21	-3.4	100	-6.5

3 entries picked at random from the list so far:
Every second line gives: PKA-R1A activ	phage Ecoli inh	SUMO Mot1 rescue	AddAB inh	Tat export inh	PfHsp90 set2	MOR-DOR inv ag	Arrestin-AP2 inh	MOR-DOR ag	DSG3 Ab inh	Ecoli viability
> CCOC(=O)c1c(C)nc(C)c(C(=O)OCC)c1-c1cccnc1
→ 1	-2.6	-10	1.7	6	14	16	-4	-3.1	91	2.4
> COc1ccc(Cl)cc1NC(=O)COC(C)=O
→ -2	2.3	-16	5.0	5	-8	6	-14	-1.3	107	1.2
> Cn1c(CO)cnc1SCc1ccc(Cl)cc1
→ -1	1.4	14	0.8	0	9	7	-5	-1.4	98	0.3

Grouped by structure: the entries above with an NH in an aromatic ring
Every second line gives: PKA-R1A activ	phage Ecoli inh	SUMO Mot1 rescue	AddAB inh	Tat export inh	PfHsp90 set2	MOR-DOR inv ag	Arrestin-AP2 inh	MOR-DOR ag	DSG3 Ab inh	Ecoli viability
> CC(=O)NC(Cc1c[nH]c2ccccc12)C(=O)NCCc1ccccc1 (stereo not drawn)
→ -6	-0.5	-16	-1.3	-6	14	6	39	-1.0	109	0.9
> CCn1c(-c2cccc(Br)c2)n[nH]c1=S
→ -8	1.7	6	3.9	12	18	16	0	-2.7	103	2.0

No new results follow: entries from further up.
Every second line gives: PKA-R1A activ	phage Ecoli inh	SUMO Mot1 rescue	AddAB inh	Tat export inh	PfHsp90 set2	MOR-DOR inv ag	Arrestin-AP2 inh	MOR-DOR ag	DSG3 Ab inh	Ecoli viability
> CCOC(=O)c1c(C)nc(C)c(C(=O)OCC)c1-c1cccnc1
→ 1	-2.6	-10	1.7	6	14	16	-4	-3.1	91	2.4
> COc1ccc(F)cc1S(=O)(=O)NC1CCCCCC1
→ -3	4.2	.	1.3	10	3	3	11	-0.5	94	1.0
> CCC(C)NC(=S)Nc1ccccc1OC (stereo not drawn)
→ -3	3.2	5	3.7	-1	16	9	28	-1.5	96	-1.0

Following part:
Every second line gives: PKA-R1A activ	phage Ecoli inh	SUMO Mot1 rescue	AddAB inh	Tat export inh	PfHsp90 set2	MOR-DOR inv ag	Arrestin-AP2 inh	MOR-DOR ag	DSG3 Ab inh	Ecoli viability
> O=C1CSC(=Nc2ccc(Cl)cc2)N1
→ -6	0.6	-21	4.5	-7	10	0	-2	0.0	112	0.5
> O=C(Cc1csc(Nc2nc(=S)[nH]c3ccccc23)n1)N1CCN(c2cccc(C(F)(F)F)c2)CC1
→ -4	-1.5	3	-3.5	-1	-6	14	-14	-2.8	103	-2.3
> Cc1ccc(C(=O)Nc2cc(-c3ccn[nH]3)c(C)n(N)c2=O)cc1
→ -10	1.4	0	-1.9	-1	-22	16	7	-3.3	110	-0.4
> COc1ccccc1N1CCN(C(=O)c2ccc(N3CCCC3=O)cc2)CC1
→ -14	2.3	.	1.3	4	-21	11	-2	-1.9	106	2.0
> NS(=O)(=O)c1ccc(CCNC(=O)COC(=O)C2COc3ccccc3O2)cc1 (stereo not drawn)
→ 6	1.7	97	1.2	-2	0	9	-5	-2.5	.	2.8
> Cc1ccc2c(c1)c1nnc(SCC(=O)NC3CC3)nc1n2C
→ 12	0.6	-2	1.9	1	0	6	20	-1.1	93	-0.8
> Cc1ccsc1/C=N/NC(=O)c1nnn(-c2nonc2N)c1CSc1ccccc1
→ 0	-0.2	2	0.3	0	-4	-60	-4	11	94	-0.8
> CCC(C(=O)NCCCN1CCN(CCCNC(=O)C(CC)c2ccccc2)CC1)c1ccccc1 (stereo not drawn)
→ -3	0.1	-10	3.2	-4	7	1	30	-0.3	107	-0.7
> O=C(NCCc1c[nH]c2ccccc12)/C(=C\c1ccco1)NC(=O)c1ccco1
→ 5	3.5	-22	1.0	0	14	-3	3	0.6	100	2.0
> CSc1nc(N)cc(=O)[nH]1
→ 4	1.2	170	5.3	-3	-8	11	3	-2.2	102	-2.1
> CC/C(=N\NC(=O)CSc1ncccn1)c1ccc2c(c1)OCCO2
→ -5	1.8	-19	-0.3	19	-13	12	19	-2.2	100	-1.6
> Cn1c2ccccc2c2c(C(=O)NCC3CCCO3)cn(C3CCCC3)c(=O)c21 (stereo not drawn)
→ 2	.	.	0.9	-4	16	13	2	-2.3	95	2.5
> CCNC(=O)c1cccc(NC(=O)c2cc(C3CC3)nc3c2cnn3C(C)C)c1
→ 1	2.5	.	.	0	.	4	-4	-0.7	101	.
> COc1ccccc1-c1cc(C(=O)Nc2ccccc2SC)no1
→ -11	3.1	5	1.3	-12	5	1	32	-0.1	97	0.2
> O=C(CN1CCN(Cc2ccc(F)cc2Cl)C1=O)NCCc1ccc(Cl)cc1
→ 5	1.4	3	-0.5	6	-24	1	30	-0.2	89	-2.2
> Cc1ccccc1NC(=O)c1ccco1
→ -4	4.7	214	3.3	5	0	13	29	-2.8	93	-1.9
> CC1CCCN(C(=O)C23CCC(C)(C(=O)C2)C3(C)C)C1 (stereo not drawn)
→ -6	1.1	85	0.2	9	-2	-7	-2	1.2	103	-2.0
> CCOC(=O)C1(CCOc2ccccc2)CCN(C(=O)c2cncs2)CC1
→ 3	3.0	-3	2.3	1	-6	11	29	-2.3	96	-0.2
> O=C(O)C(CCc1ccccn1)c1ccccc1 (stereo not drawn)
→ -8	3.9	.	.	-5	-16	21	36	-4.1	108	.
> Cc1cccc(NC(=O)CC2C(=O)NCCN2C(=O)Nc2ccc(Cl)cc2)c1 (stereo not drawn)
→ 5	1.1	8	.	10	-21	17	-3	-3.3	105	.
> C/C=C/C=C\C(=O)Nc1cccc(C2=NOC3(C2)C[C@@H](C(N)=O)N(C(=O)c2cc([N+](=O)[O-])cc([N+](=O)[O-])c2C)C3)c1 (stereo partly drawn)
→ 0	-3.1	7	1.6	-25	-21	-17	-4	3.0	97	-3.2
> CCN1CCN(CCCNC(=O)c2cc3c(=O)[nH]c4ccccc4c3s2)CC1
→ 3	1.4	191	-1.7	-4	.	-6	16	1.0	103	0.2
> O=C(/C=C/c1ccco1)NC(=S)Nc1cccc(-c2nc3ccccc3s2)c1
→ 2	1.6	9	1.3	16	-33	5	-4	-1.0	.	1.9
